# AmpC detergent = qHTS Inhibitors of AmpC Beta-Lactamase (assay with detergent). AmpC hydrolysis of nitrocefin, absorbance 480 nm, 0.01% Triton. Potency, µM (series often up to 114 µM), without a hit: at the highest dose activity change, negative = inhibition, actives largely listed as inhibitors. 370,000 compounds, 0.041% hits;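 also: potency is read from the fitted curve at half-maximal effect; 0% = no-compound wells and -100% = no-enzyme wells; nearly all actives have a fitted effect of over 25% in size; some results filed as inactive show a strong effect at the top dose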
# Target sequence (P00811 whole entry, looked up): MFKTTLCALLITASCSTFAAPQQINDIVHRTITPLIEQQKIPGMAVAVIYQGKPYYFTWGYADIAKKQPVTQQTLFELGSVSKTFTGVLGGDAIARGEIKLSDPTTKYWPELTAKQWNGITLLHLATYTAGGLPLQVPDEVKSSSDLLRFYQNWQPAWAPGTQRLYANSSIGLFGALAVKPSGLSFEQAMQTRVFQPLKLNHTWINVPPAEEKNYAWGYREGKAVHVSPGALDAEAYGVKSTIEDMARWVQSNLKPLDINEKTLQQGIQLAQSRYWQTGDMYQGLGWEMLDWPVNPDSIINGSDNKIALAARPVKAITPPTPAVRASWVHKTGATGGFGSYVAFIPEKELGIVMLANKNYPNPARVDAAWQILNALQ
#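 20 mM phosphate pH 7.0 + 0.01% (detergent screen) or 0.0001% Triton X-100; 5.3 nM AmpC reagent; cpd preinc 15 min RT; nitrocefin (800 uM stock) to start; A480 q20 s × 4 min; Activity was normalised to no-enzyme and no-compound control wells.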
# AMA1-RON2 inh = qHTS for Inhibitors of AMA1-RON; Towards Development of Antimalarial Drug Lead: Primary Screen. Plasmodium falciparum AMA1 (3D7) - RON2 peptide interaction. AlphaScreen AMA1-biotinylated RON2 peptide binding. 360,000 compounds, 0.2% hits. Potency, µM (highest dose often 58.2 µM), for the others: at the highest dose activity change, negative = inhibition, most hits filed as inhibitors;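 also: potency is read from the fitted curve at half-maximal effect; 0% = vehicle wells and -100% = peptide control; nearly all actives have a fitted effect of over 45% in size; some results filed as inactive show a strong effect at the top dose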
#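 AMA1 (3D7) with his tag at 25 nM final met compounds first, then biotinylated RON2 peptide at 25 nM; detection used donor plus acceptor beads, 10 µg/mL apiece, read by AlphaScreen after 30 min at room temperature.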
# Tb PYK inh = qHTS of Trypanosoma Brucei Inhibitors | pyruvate kinase (Trypanosoma brucei), Q57TT1 | TbPYK enzyme, Kinase-Glo Plus ATP luminescence, 45 min | Potency, µM (highest dose often 76.8 µM), for the others: at the highest dose activity, negative = inhibition, most hits filed as inhibitors | 410,000 compounds, 0.12% hits | AID 624173, 2012; also: potency is read from the fitted curve at half-maximal effect; nearly all actives have a fitted effect of over 50% in size
#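 TbPYK + substrate in 50 mM TEA pH 7.2, 100 mM KCl, 10 mM MgCl2, 0.05% BSA, 0.01% Tween-20; cpd pinned; ADP 130 uM final; 45 min RT; Kinase-Glo Plus 10 min; luminescence endpoint.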
# Sm TGR block = qHTS Assay for the Inhibitors of Schistosoma Mansoni Peroxiredoxins; Schistosoma mansoni thioredoxin glutathione reductase (TGR), Q962Y6; purified TGR, DTNB reduction, TNB absorbance 405 nm; Potency, µM (highest dose often 114 µM), for inactives: top-dose activity change, negative = inhibition, hits mostly inhibitors; 360,000 compounds, 3% hits; also: potency is read from the fitted curve at half-maximal effect; nearly all actives have a fitted effect of over 60% in size
#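 First, TGR (20 nM dispensed) and NADPH were mixed with compound. Second, a 15 min room-temperature incubation followed. Third, further NADPH and then DTNB were added to start the reaction. Finally, TNB absorbance was monitored kinetically.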
# LmPK inh = qHTS Assay for Inhibitors of Leishmania Mexicana Pyruvate Kinase (LmPK); purified LmPK, Kinase-Glo ATP luminescence, 1 h; 290,000 compounds, 0.37% hits; Potency, µM (highest dose often 57.5 µM), for inactives: top-dose activity change, negative = inhibition, hits mostly inhibitors; Q27686; also: potency is read from the fitted curve at half-maximal effect
# Target sequence (Q27686 whole entry, looked up): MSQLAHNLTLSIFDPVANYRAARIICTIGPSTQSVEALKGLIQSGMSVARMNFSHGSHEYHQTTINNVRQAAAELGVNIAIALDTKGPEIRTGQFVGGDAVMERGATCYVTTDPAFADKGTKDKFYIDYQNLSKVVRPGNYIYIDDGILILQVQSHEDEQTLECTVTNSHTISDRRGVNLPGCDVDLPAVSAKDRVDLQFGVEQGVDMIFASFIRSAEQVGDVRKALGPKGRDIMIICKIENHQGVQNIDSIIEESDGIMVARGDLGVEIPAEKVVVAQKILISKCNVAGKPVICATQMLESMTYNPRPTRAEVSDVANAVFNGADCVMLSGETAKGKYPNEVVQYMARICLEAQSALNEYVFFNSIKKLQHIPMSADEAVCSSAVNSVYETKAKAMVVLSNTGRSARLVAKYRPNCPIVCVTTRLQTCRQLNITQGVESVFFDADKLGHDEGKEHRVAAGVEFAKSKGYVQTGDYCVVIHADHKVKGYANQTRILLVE
#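 Kinase-Glo luminescence read after 1 h RT reaction of 0.1 nM LmPK with 0.5 mM PEP and 0.1 mM ADP. Activity scaled between uninhibited and enzyme-free controls.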
# AmpC no deterg = qHTS Inhibitors of AmpC Beta-Lactamase (assay without detergent). P00811. AmpC nitrocefin hydrolysis, absorbance 480 nm, 0.0001% Triton. Potency, µM (titrated, usually from 57.1 µM), inactives show at the highest dose activity change, negative = inhibition, most hits filed as inhibitors. 330,000 compounds, 0.52% hits;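 also: potency is read from the fitted curve at half-maximal effect; plate controls were no compound for no effect and no enzyme for full effect; nearly all actives have a fitted effect of over 20% in size; some results filed as inactive show a strong effect at the top dose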
#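 20 mM phosphate pH 7.0 + 0.01% (detergent screen) or 0.0001% Triton X-100; 5.3 nM AmpC reagent; cpd preinc 15 min RT; nitrocefin (800 uM stock) to start; A480 q20 s × 4 min; Activity was normalised to no-enzyme and no-compound control wells.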
# HCMV antiviral = qHTS Assay for inhibitors of the human cytomegalovirus (HCMV); HFF cells, HCMV-luciferase reporter, 72 h; hits give low values; activity change, negative = inhibition, % at 57.5 µM; 410,000 compounds, 4.5% hits; AID 1259415, 2018; in the data active = activity change below about -60%; inconclusive = no clear call, values can overlap the other calls; inactive = above about -39%
#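 Compounds were evaluated in HFFs infected with an HCMV luciferase reporter virus (MOI 1 PFU/cell). Luciferase in lysates collected 72 h post infection served as the replication measure.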
# * hit, by the source's call; ? = inconclusive; · = not tested or not shown; & = joins results of further samples; [ ] = another dose, or the depositor's remark. Unless noted, calls follow the shape of the dose curve; as a rule, active = well fitted curve in the direction sought with a large enough effect; inconclusive = small, poorly fitted or top-dose-only effect, or another doubt; inactive = no such curve, though single readings can be large; an effect the other way counts as inactive or inconclusive. Unless noted, % is scaled to controls: 0 for no effect and ±100 for the full control effect.
# Every second line gives: Sm TGR block | LmPK inh | AmpC no deterg | AMA1-RON2 inh | AmpC detergent | Tb PYK inh | HCMV antiviral
1. CCOc1ccc(C(=O)c2cn(Cc3cccc(OC)c3)c3cc4c(cc3c2=O)OCO4)cc1
    1% | · | · | · | ? | 1% | -13
2. CC(C)c1ccc(NC(=O)NCc2ccccn2)cc1
    11% | -4% | 1% | -6% | 2% | -4% | 7
3. O=C(NCC1CCCO1)C(c1ccc(F)cc1)N(CCCN1CCOCC1)C(=O)c1ccc(-c2ccccc2)[nH]1 (stereo not given)
    2% | -2% | 216%[activator] | -14% | 0% | 1% | 2
4. COc1ccc(/C(C)=N\NC(=O)CSc2nnc(C)s2)cc1
    -13% | -4% | -12% | 28% | 6% | 1% | -30
5. COCCCn1c(SCC(=O)NC2CCCCC2)nnc1-c1ccncc1
    1% | 1% | -9% | -4% | -5% | -1% | 6
6. O=C(c1ccc(-c2nnc(-c3ccccc3)o2)cc1)N1CCCCCC1
    1% | ? | -15% | -2% | 2% | ? | 94
7. C=C(C)Cn1c(N2CCCC2)nc2c1c(=O)n(C)c(=O)n2C
    -5% | 1% | 4% | -1% | -1% | 0% | -28
8. COc1cc2cc(CN(C(=O)NC3CCCCC3)C3CCCC3)c(=O)[nH]c2cc1OC
    1% | 7% | -7% | 3% | -9% | 0% | -27
9. CC(C)(C)c1ccc(C(=O)NCCC(=O)N2CCCC2)cc1
    4% | -2% | 25% | 0% | -11% | -3% | 56
10. Cc1cccc(OCC(O)CN2CC3(C)CC2CC(C)(C)C3)c1 (stereo not given)
    -7% | 0% | -1% | ? | -1% | 2% | ?
11. O=c1cc(NCc2ccc3c(c2)OCO3)[nH]c(=O)n1-c1ccc(Cl)cc1
    -2% | -13% | -21% | -11% | 2% | -4% | 11
12. COc1ccc(OC)c(N(CC(=O)N2CCN(c3cc(Cl)ccc3C)CC2)S(C)(=O)=O)c1
    -9% | 3% | 172%[activator] | 17% | -9% | 3% | 53
13. CC(/C=N/n1c(-c2ccccn2)n[nH]c1=S)=C\c1ccccc1
    16% | 9% | -23% | -73% | -12% | ? | 14
14. CC(C)CN(C(=O)CCCOc1ccc(Cl)cc1Cl)c1c(N)n(Cc2ccccc2)c(=O)[nH]c1=O
    -3% | · | 19% | 6% | -16% | -3% | -36
15. O=C(CCc1ccccc1)NNC(=O)c1ccccc1Br
    5% | -1% | -29% | 57%[activator] | 7% | -10% | -37
16. COc1ccc(-c2cc(=O)oc3c(C)c(OCC(=O)NCCCn4ccnc4)ccc23)cc1
    -28% | -4% | 283%[activator] | 49%[activator] | -14% | -5% | 10
17. O=C1CC(c2ccco2)Cc2nc(Nc3ccc(F)cc3)ncc21 (stereo not given)
    ? | -3% | -13% | -9% | ? | 3% | 0
18. COc1ccc(NC(=O)C2=C(C)Nc3nc(SC)nn3C2c2cc(OC)ccc2OC)cc1 (stereo not given)
    6% | · | · | · | 1% | -3% | 6
19. N#C/C(=C\c1ccncc1)c1nc2ccccc2c(=O)[nH]1
    0% | -2% | -24% | 76%[activator] | -7% | -1% | -7
20. CCOC(=O)C1CCCN(Cc2ccc(OC)c(OCc3ccccc3)c2)C1 (stereo not given)
    7% | -11% | -1% | -8% | ? | 3% | -23
21. Cc1ccccc1C(=O)NCC(=O)OC(C)C(=O)Nc1ccnn1C(C)C (stereo not given)
    -3% | · | ? | -9% | -12% | -10% | -19
22. COC(=O)C1(Cc2ccc(O)cc2)OC(=O)C(O)=C1c1ccc(O)cc1 (stereo not given)
    16µM* | 5% | -52% | -29% | -1% | -11% | -11
23. Cc1ccc(NC(=O)Cc2noc3ccccc23)c(C)c1
    2% | 0% | -15% | 6% | ? | -2% | -32
24. O=C(N/N=C/c1ccc(OCC(=O)N2CCCC2)cc1)C(=O)NC1CC1
    -8% | -1% | -5% | -2% | -6% | 3% | -16
25. Cc1ccc(N(C(=O)CCCC(=O)Nc2ccccn2)C(C(=O)NC2CCCC2)c2ccc(O)cc2)cc1C (stereo not given)
    -10% | 1% | 27% | 2% | -1% | -6% | ?
26. O=C(C/C=N\OCc1c(Cl)cccc1Cl)Oc1ccc(Cl)cc1Cl
    -21% | 9% | -15% | -2% | -17% | -5% | -13
27. O=C(Nc1ccncc1)c1cc(C2CCCCN2C(=O)CCCc2ccccc2)on1 (stereo not given)
    · | · | · | 5% | · | -7% | ?
28. CC(C)CCNC(=O)C1c2ccccc2Oc2ccccc21
    -20% | 4% | -9% | -8% | -3% | 4% | -36
29. O=C(CNc1ccccc1F)Nc1cccc2ccccc12
    ? | 0% | -19% | 0% | -15% | 2% | -33
30. CCOC(=O)CSc1nc2cc(C(=O)NCc3ccco3)ccc2c(=O)n1-c1ccc(F)cc1
    -1% | 1% | -8% | -9% | -9% | -5% | -26

# A different layout for some results above:
cpd	Compound	Sm TGR block	LmPK inh	AmpC no deterg	AMA1-RON2 inh	AmpC detergent	Tb PYK inh	HCMV antiviral
10	Cc1cccc(OCC(O)CN2CC3(C)CC2CC(C)(C)C3)c1 (stereo not given)	-7%	0%	-1%	?	-1%	2%	?
11	O=c1cc(NCc2ccc3c(c2)OCO3)[nH]c(=O)n1-c1ccc(Cl)cc1	-2%	-13%	-21%	-11%	2%	-4%	11
12	COc1ccc(OC)c(N(CC(=O)N2CCN(c3cc(Cl)ccc3C)CC2)S(C)(=O)=O)c1	-9%	3%	172%[activator]	17%	-9%	3%	53
13	CC(/C=N/n1c(-c2ccccn2)n[nH]c1=S)=C\c1ccccc1	16%	9%	-23%	-73%	-12%	?	14
14	CC(C)CN(C(=O)CCCOc1ccc(Cl)cc1Cl)c1c(N)n(Cc2ccccc2)c(=O)[nH]c1=O	-3%	·	19%	6%	-16%	-3%	-36
15	O=C(CCc1ccccc1)NNC(=O)c1ccccc1Br	5%	-1%	-29%	57%[activator]	7%	-10%	-37
16	COc1ccc(-c2cc(=O)oc3c(C)c(OCC(=O)NCCCn4ccnc4)ccc23)cc1	-28%	-4%	283%[activator]	49%[activator]	-14%	-5%	10
17	O=C1CC(c2ccco2)Cc2nc(Nc3ccc(F)cc3)ncc21 (stereo not given)	?	-3%	-13%	-9%	?	3%	0
18	COc1ccc(NC(=O)C2=C(C)Nc3nc(SC)nn3C2c2cc(OC)ccc2OC)cc1 (stereo not given)	6%	·	·	·	1%	-3%	6
19	N#C/C(=C\c1ccncc1)c1nc2ccccc2c(=O)[nH]1	0%	-2%	-24%	76%[activator]	-7%	-1%	-7
20	CCOC(=O)C1CCCN(Cc2ccc(OC)c(OCc3ccccc3)c2)C1 (stereo not given)	7%	-11%	-1%	-8%	?	3%	-23
21	Cc1ccccc1C(=O)NCC(=O)OC(C)C(=O)Nc1ccnn1C(C)C (stereo not given)	-3%	·	?	-9%	-12%	-10%	-19

# Continuation:
# Every second line gives: Sm TGR block | LmPK inh | AmpC no deterg | AMA1-RON2 inh | AmpC detergent | Tb PYK inh | HCMV antiviral
31. CCN(CC)S(=O)(=O)c1ccc(OC)c(NC(=O)c2cccs2)c1
    17% | -2% | 165%[activator] | 10% | 4% | -1% | 2
32. CCOC(=O)Cn1c2[n+](c3ccccc31)CC(O)CS2 (stereo not given)
    -30% | 0% | -24% | 6% | ? | 4% | 14
33. CN1C(=O)c2ccccc2C(C(=O)O)C1c1cccc(F)c1 (stereo not given)
    6% | 2% | -13% | -19% | -1% | -4% | -31
34. O=C(Nc1ccc(OC(F)(F)F)cc1)C1CCCN(C(=O)c2ccc(Cl)cc2)C1 (stereo not given)
    -20% | · | 27% | -2% | 2% | -5% | -39
35. CC(C)c1ccc(NC2CCCN(C(=O)c3ccc(Cn4cnnn4)cc3)C2)cc1 (stereo not given)
    -20% | 0% | 64%[activator] | -12% | ? | -4% | ?
36. Fc1ccccc1N1CCN(CC2CC3C=CC2C3)CC1 (stereo not given)
    -16% | 3% | -24% | 3% | ? | 6% | -5
37. COc1ccccc1N(CC(=O)Nc1ccccc1C)S(C)(=O)=O
    0% | 0% | -4% | -6% | -7% | 6% | -61*
38. COc1ccc(C(CNC(=O)c2ccc(Cl)c(NC(=O)c3cccs3)c2)N2CCCC2)cc1 (stereo not given)
    8% | · | 2% | -1% | -14% | 2% | -19
39. C[C@@H]1O[C@@H](O[C@@H]2C=C3CC[C@@H]4C(CC[C@]5(C)[C@@H](c6ccc(=O)oc6)CC[C@]45O)[C@@]3(C)CC2)[C@H](O)[C@H](O)[C@H]1O (stereo not given in full)
    -29% | · | 94%[activator] | 20% | 3% | 3% | -97*
40. Cc1cc(-c2ccc(S(=O)(=O)Nc3cccc(C(F)(F)F)c3)s2)on1
    -1% | · | · | · | 0% | 1%[15.4 µM] | 0
41. CCCC(=O)Nc1ccc(Nc2ccccc2)cc1
    -13% | -2% | -29% | -1% | 6% | -1% | 52
42. O=C(Nc1nnc(S(=O)(=O)N2CCCCCC2)s1)c1ccccc1
    -1%&0% | -4% | -31% | 2% | ? | -3%&3% | 68&40
43. CCCC(CCC)C(=O)Nc1cccc(C(=O)O)c1
    0% | 6% | -14% | 3% | -1% | -3% | 9
44. CCn1ncc(C2=NOC(C(=O)Nc3cccc(O)c3)C2)c1C (stereo not given)
    -5% | 0% | -5% | -4% | 2% | -6% | 7
45. Cc1ccc(NC(=O)CCC(=O)N/N=C/c2coc3ccccc3c2=O)cc1
    -1% | 4% | -9% | 74%[activator] | -6% | 1% | -27
46. Cc1ccc(Cl)cc1NC(=O)CSc1nncn1-c1ccccn1
    2% | 0% | 47% | 2% | -8% | -4% | -6
47. Cn1c(-c2ccc3c(c2)OCO3)cc(=O)c2ccccc21
    -3% | 2% | -12% | 9% | -8% | -4% | -27
48. CCCCCn1c(=N)c(S(=O)(=O)c2ccc(Br)cc2)cc2c(=O)n3cccc(C)c3nc21
    0% | 9% | -26% | -3% | -5% | 1% | 0
49. Cc1cc(OCC(=O)NCc2ccccn2)c2c(C)c(C)c(=O)oc2c1
    -15% | 9% | 10% | 10% | 2% | -1% | 27
50. COCCNC(=O)C1CC(=O)N(C2CCCCC2)C1 (stereo not given)
    -11% | 0% | -15% | 0% | 2% | 4% | 6

# High-throughput results deposited in PubChem by National Center for Advancing Translational Sciences (NCATS).
